# Screens (PubChem)
# S100A4 MyoIIA: inhibitors of S100A4-myosin IIA peptide binding, primary screen, biochemical, fluorescence polarization, TAMRA-MyoIIA peptide. Protein S100-A4 (Homo sapiens), P26447. inhibition, % at 10.7 µM. 0.14% of 360,000 active. AID 652163, 2013;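 active = mean inhibition of at least 70% across replicates, with every replicate also reaching that level; inconclusive = mean inhibition reaches 70% but some replicates fall short; inactive = mean inhibition below 70%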
# Target sequence (P26447 whole entry, looked up): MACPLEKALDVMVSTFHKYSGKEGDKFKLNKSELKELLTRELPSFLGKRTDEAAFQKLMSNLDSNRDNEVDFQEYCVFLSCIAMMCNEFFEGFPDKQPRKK
#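 assay system = human S100A4 monomer with TAMRA-labelled myosin IIA peptide | also added = labelled myosin peptide probe, 5 nM | incubation = 5 min between mix addition and reading | control set = DMSO and TFP controls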
# EWS-Fli inh: EWS/Fli-driven NR0B1 reporter inhibitors, primary screen, A673 cells, NR0B1 luciferase, luminescence, MLPCN library. AID 651661, 2012. 0.67% of 350,000 active. viability-normalised. inhibition, % at 12.6 µM;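 active = mean inhibition of at least 50% after viability correction, with every replicate also passing that limit; inconclusive = mean reaches 50% but only one of two replicates passes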;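 note: firefly luciferase signal divided by Alamar Blue viability fluorescence both relative to DMSO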
# PGC1a acetyl inh: inhibitors of PGC1a acetylation signal, primary screen, cell-based, U2OS, AlphaScreen, inhibitor mode; AID 651687, 2012; 0.17% of 350,000 active; AlphaScreen anti-acetyl-lysine; with virally co-expressed GCN5 acetyltransferase; inhibition, % at 15.6 µM;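 active = every replicate shows inhibition of at least 40%; inconclusive = mean inhibition at least 40% but some replicate below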;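 note: 0% = neutral control wells and 100% = positive control wells; some results beyond the cut were filed as inactive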
# PglD DTNB: C. jejuni PglD acetyltransferase inhibitors, primary screen, biochemical, DTNB colorimetric, single point. AID 602405, 2012. inhibition, % at 12.5 µM. 0.098% of 360,000 active. purified PglD enzyme, DTNB colorimetric CoA detection; in the data active = inhibition above about 16%, passing the limit was not always enough; inconclusive = no clear call, values can overlap the other calls; note: strong numbers were not always called active
# LGR2 antag: inhibitors of bursicon-induced LGR2 CRE-luciferase signal, primary screen, cell-based, HEK293, CRE-luciferase reporter, bursicon stimulation; bursicon-stimulated, 4 h; inhibition, % at 9.99 µM; 0.35% of 380,000 active; AID 720647, 2013;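 active = drop in luminescence signal, shown as inhibition above about 50% in the replicate tests, limit read from the data, passing the limit was not always enough; inconclusive = probably only some replicates passing the limit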;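 note: agonist challenge used bursicon conditioned medium at about half maximal strength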
# FN deposit inh: inhibitors of fibronectin matrix deposition, primary screen, AH1F cells, Alexa488-fibronectin fluorescence, plate reader | inhibition, % at 12.6 µM | 0.086% of 350,000 active | AH1F fibroblasts, overnight | AID 743247, 2014;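 active = mean inhibition across replicates of 30% or more, regardless of how many single replicates reach that level; inconclusive = mean under 30% yet at least half of replicates reach 30%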;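 note: positive control wells lacked labelled fibronectin entirely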
#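 Material: AH1F fibroblasts assembling fluorescent fibronectin matrix; amount: 10000 AH1F cells/well; medium: DMEM, 2% serum; reagent: Alexa488-fibronectin, 24 nM final in well; dosing: single compound dose, delivered by pin transfer; incubation: 1 h adhesion, overnight exposure; detection: fluorescence after three HBSS washes, excitation 485 nm, emission 525 nm; measure: fibronectin deposition inhibition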
# PAX8 reporter: inhibitors of PAX8-driven TPO luciferase reporter, primary screen, RMG-I cells, single concentration; inhibition, % at 12.6 µM; AID 652154, 2013; SteadyGlo, 24 h; 1.2% of 360,000 active;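 active = mean replicate inhibition at least 60% with every replicate also reaching 60%; inconclusive = only one of the two criteria is met; inactive = mean below 60% and not all replicates reaching 60%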;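 note: luciferase light reporting Pax8 driven TPO promoter activity; plate controls were median of neutral control wells for no effect and mitoxantrone controls for full effect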
# ERAP1 HTS inh: human ERAP1 aminopeptidase inhibitors, primary screen, biochemical, single point, plate reader. Endoplasmic reticulum aminopeptidase 1 (Homo sapiens), Q9NZ08. recombinant ERAP1, Leu-AMC fluorescence, 60 min. inhibition, % at 10.7 µM. 0.15% of 340,000 active;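 active = mean replicate inhibition of at least 30%, or all replicates individually reaching that 30% level; inactive = mean below 30% and not every replicate reaching it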;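 note: 0% = neutral control wells and 100% = L-leucinethiol positive control wells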
# Target sequence (Q9NZ08 whole entry, looked up): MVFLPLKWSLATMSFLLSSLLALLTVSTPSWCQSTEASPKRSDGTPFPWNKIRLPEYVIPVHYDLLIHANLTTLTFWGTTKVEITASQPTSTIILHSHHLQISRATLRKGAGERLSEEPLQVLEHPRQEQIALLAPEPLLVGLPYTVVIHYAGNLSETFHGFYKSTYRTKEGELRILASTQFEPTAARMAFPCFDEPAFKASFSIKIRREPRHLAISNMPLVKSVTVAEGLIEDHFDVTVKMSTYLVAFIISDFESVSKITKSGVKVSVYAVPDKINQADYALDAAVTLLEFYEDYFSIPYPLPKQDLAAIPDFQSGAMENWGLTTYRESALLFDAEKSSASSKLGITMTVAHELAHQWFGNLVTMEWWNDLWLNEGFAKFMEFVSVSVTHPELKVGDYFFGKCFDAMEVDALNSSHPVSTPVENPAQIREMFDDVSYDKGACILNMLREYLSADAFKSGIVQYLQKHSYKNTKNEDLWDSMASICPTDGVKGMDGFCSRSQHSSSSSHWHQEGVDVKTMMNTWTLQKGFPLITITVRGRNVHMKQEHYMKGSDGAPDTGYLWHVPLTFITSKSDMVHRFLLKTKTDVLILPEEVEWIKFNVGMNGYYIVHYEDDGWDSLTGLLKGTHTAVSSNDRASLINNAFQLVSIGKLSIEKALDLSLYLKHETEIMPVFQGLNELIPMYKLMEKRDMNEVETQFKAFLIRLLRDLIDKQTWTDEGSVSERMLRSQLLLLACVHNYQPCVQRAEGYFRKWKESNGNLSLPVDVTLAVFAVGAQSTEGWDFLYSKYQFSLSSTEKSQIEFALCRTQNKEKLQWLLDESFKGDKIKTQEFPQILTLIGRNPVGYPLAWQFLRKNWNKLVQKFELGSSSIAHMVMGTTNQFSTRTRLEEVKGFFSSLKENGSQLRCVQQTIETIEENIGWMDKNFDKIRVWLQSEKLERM
# * marks the source's active call; other numbers are inactive results; u = inconclusive; x = not tested or not shown; & = joins results of further samples.
SMILES,S100A4 MyoIIA,EWS-Fli inh,PGC1a acetyl inh,PglD DTNB,LGR2 antag,FN deposit inh,PAX8 reporter,ERAP1 HTS inh
CCOC(=O)C1CCN(C(=O)c2cc3c(OC)c(OC)c(OC)cc3[nH]2)CC1,-0.9,-0.1,-12.4,-2.5,16.1,0.7,-5.6,0.7
O=C(C[C@@H]1CC[C@H]2[C@@H](COC[C@@H](O)CN2C(=O)Nc2ccc(Cl)cc2)O1)NC1Cc2ccccc2C1,11.1,x,4.1,2.0,-12.7,-2.5,x,0.0
O=C(NC12CC3CC(CC(C3)C1)C2)c1ccc(Br)o1,-3.6,6.7,x,3.1,12.6,-11.2,-7.4,0.8
CO[C@@H]1CN(C)C(=O)c2cc(NC(C)=O)ccc2OC[C@@H](C)N(Cc2cc(F)ccc2F)C[C@@H]1C,2.3,-0.7,6.9,-1.8,27.9,-15.5,-0.1,1.5
Cc1noc(C)c1S(=O)(=O)Nc1ccc2c(c1)CC(=O)N([C@H](C)CO)C[C@@H](C)[C@H](CN(C)Cc1ccc(C(=O)Nc3ccccc3N)cc1)O2,8.7,3.0,6.4,x,3.3,x,-11.0,0.5
O=C(Nc1ccc(-c2nc3ccccc3[nH]2)cc1)c1ccc2c(c1)OCO2,10.7,2.6,3.5,-3.2,-39.9,x,x,-7.5
C[C@@H]1CCCCO[C@H](CN(C)S(C)(=O)=O)[C@@H](C)CN([C@@H](C)CO)C(=O)c2cc(NS(=O)(=O)c3ccc(F)cc3)ccc2O1,-3.5,-9.7,9.1,-2.7,-7.5,x,11.9,1.9
C[C@H]1CN([C@@H](C)CO)C(=O)c2cccc(NC(=O)c3ccc(-c4nccs4)cc3)c2O[C@@H]1CN(C)S(=O)(=O)c1ccc(Cl)cc1,8.8,-2.0,7.9,2.8,-7.8,-0.6,2.8,-1.8
OC[C@@H]1[C@@H](c2ccccc2)C(c2ccccc2)=NN1c1ccccc1,-1.7,15.1,-13.6,14.4,-1.4,-5.1,19.7,x
CCN1C(=O)[C@H]2[C@@H](c3ccc(C)cc3)N3C(=O)N(c4cccc(C)c4)C(=O)[C@@]3(Cc3ccccc3)[C@H]2C1=O,-4.0,-3.2,-2.1,0.9,1.6,-0.2,-24.2,-3.1
C[C@@H]1CN([C@H](C)CO)C(=O)c2cc(NC(=O)Cc3ccccc3)ccc2O[C@@H](C)CCCCO[C@@H]1CN(C)C(=O)Cc1ccccc1,-36.5,-8.1,10.2,1.0,12.8,-4.1,-14.4,-2.9
CCN(CC)CCC(=O)N1c2ccccc2CCc2ccc(NC(=O)OC(C)C)cc21,2.5,-1.4,0.4,2.6,12.4,0.7,4.8,-0.2
COCC(=O)OCC(=O)Nc1cc(C)c(C)cc1[N+](=O)[O-],-2.4,-8.9,x,x,-16.1,9.5,-3.8,0.5
Cc1noc(C)c1NC(=O)N(C)C[C@H]1Oc2ncc(C#CCN(C)C)cc2C(=O)N([C@H](C)CO)C[C@@H]1C,3.6,-6.0,3.6,1.5,12.8,x,x,4.8
C=CCN1C(=O)c2ccccc2Sc2ccc(C(=O)NCCC)cc21,3.7,11.3,-3.2,-3.4,4.1,-1.6,-17.2,-4.0
CCN1/C(=C/c2ccc3cccc(C)c3[n+]2CC)Sc2ccccc21,x,x,-184.9,-8.9,31.4,4.7,x,x
CN(C(=O)c1cccc(NC(=O)Cc2cccc(NC(=O)C3CCCN(C(=O)C4CCC4)C3)c2)c1)C1CC1 (stereo unspecified),-1.4,-0.5,-1.5,0.7,-8.8,-3.6,7.0,-0.5
C[C@H]1CN([C@@H](C)CO)C(=O)c2cccc(NC(=O)Nc3ccccc3)c2O[C@H]1CN(C)C,-2.1,12.2,3.9,19.1*,-9.1,-4.0,3.6,-1.3
Cc1ccsc1/C=N/Nc1nc(Cl)c(Cl)cc1Cl,x,x,-20.7,0.1,-49.6,-7.0,x,x
CCOC(=O)C(=O)Nc1cc(C)nn1-c1nc2ccccc2[nH]1,0.9,-5.3,-0.6,3.5,-7.8,-7.0,-15.6,x
Cc1cc(C)nc(N2CCC(C(=O)NCC3CCCCC3)CC2)n1,3.4,5.0,-12.7,-2.0,x,x,x,3.9
COC(=O)C[C@H]1CC[C@@H]2[C@H](COc3ccc(NC(=O)c4ccccc4F)cc3C(=O)N2C)O1,-0.3,-26.3,x,1.1,3.3,-24.1,-15.3,1.7
C[C@H](CO)N1C[C@H](C)[C@H](CN(C)C(=O)[C@H]2CCCN2C)OCc2ccccc2-c2c(n(C)c3ccccc23)C1=O,-0.5,-0.8,8.4,1.6,-9.9,-3.9,1.9,1.0
O=[N+]([O-])c1ccc2c(c1)OCCOCCOCCOCCOCCOCCO2,-2.5,-9.0,x,x,1.6,4.9,-6.3,-3.9
COc1ccc(Nc2ncnc3c2cnn3Cc2ccc(C)cc2)cc1,x,x,2.8,2.7,x,9.7,2.3,x
Fc1cccc(F)c1C(Nc1nncs1)Nc1nncs1,-2.9,3.1,x,x,6.0,-0.7,-3.7,1.8
O=C(O)C1Nc2c(O)cc(Cl)c([N+](=O)[O-])c2C2C=CCC12 (stereo unspecified),-9.4,-2.3,x,x,11.7,0.7,20.3,24.1
COCC(=O)Nc1ccc2c(c1)OC[C@@H](C)N(C(=O)Cc1cccnc1)C[C@H](C)[C@H](OC)CN(C)C2=O,4.3,-7.5,-1.7,-1.0,-4.6,3.6,5.2,3.1
COC(=O)C[C@H]1CC[C@H]2[C@@H](COc3ccc(NC(=O)C4CCOCC4)cc3C(=O)N2C)O1,1.6,9.7,-4.8,-2.6,2.8,8.1,1.5,-4.3
O=C([C@H]1[C@H](CO)[C@H]2Cn3c(ccc(-c4ccccc4F)c3=O)[C@@H]1N2C(=O)C1CC1)N1CCOCC1,4.9,-4.9,x,-2.9,-21.1,x,-3.0,-1.9
COc1ccc(CCN=C(N)NS(=O)(=O)c2ccccc2)cc1,-4.5,3.1,x,x,8.6,1.0,-16.7,0.6
Cc1nc(N/N=C/c2ccccn2)sc1C,-1.3,u,x,x,102.3*,2.0,72.9*,0.4
CCN1[C@@H]2c3ccc(-c4ccncc4)c(=O)n3C[C@@H]2[C@@H](CO)[C@@H]1C(=O)Nc1ccccc1,2.5,-0.6,0.3,6.6,11.9,x,17.5,4.9
CCCc1cc(=O)oc2c(C)c(OCC(=O)Nc3ccc(CN4CCOCC4)cc3)ccc12,-2.4,x,-7.3,-4.1,-0.9,1.2,-6.9,1.5
CCCNC(=O)C[C@H]1CC[C@@H]2[C@H](COc3ccc(NC(=O)Nc4ccccc4F)cc3C(=O)N2C)O1,6.6,-3.1,-4.9,2.7,8.6,-8.5,2.1,-0.3
O=c1ccc2cc([N+](=O)[O-])c(CCO)cc2o1,-2.2,11.2,5.3,1.9,-19.2,1.9,-12.8,-1.6

# Compound profiles, as listed above. Values in the order: S100A4 MyoIIA	EWS-Fli inh	PGC1a acetyl inh	PglD DTNB	LGR2 antag	FN deposit inh	PAX8 reporter	ERAP1 HTS inh
# COCC(=O)Nc1ccc2c(c1)OC[C@@H](C)N(C(=O)Cc1cccnc1)C[C@H](C)[C@H](OC)CN(C)C2=O is listed as 4.3	-7.5	-1.7	-1.0	-4.6	3.6	5.2	3.1
# Cc1noc(C)c1S(=O)(=O)Nc1ccc2c(c1)CC(=O)N([C@H](C)CO)C[C@@H](C)[C@H](CN(C)Cc1ccc(C(=O)Nc3ccccc3N)cc1)O2 is listed as 8.7	3.0	6.4	x	3.3	x	-11.0	0.5
# Fc1cccc(F)c1C(Nc1nncs1)Nc1nncs1 is listed as -2.9	3.1	x	x	6.0	-0.7	-3.7	1.8

# Other results follow:
SMILES,S100A4 MyoIIA,EWS-Fli inh,PGC1a acetyl inh,PglD DTNB,LGR2 antag,FN deposit inh,PAX8 reporter,ERAP1 HTS inh
C[C@H](CO)N1C[C@H](C)[C@@H](CN(C)Cc2ccc(C(=O)O)cc2)Oc2c(NS(=O)(=O)c3cccs3)cccc2C1=O,7.5&-3.7,-2.2&-3.3,2.2&2.3,-7.1&-3.2,-1.0&-14.7,5.9,0.4,0.1&7.9
COC(=O)[C@@]12C[C@@H](CC(=O)NCCCN3CCCC3=O)C(=O)N(Cc3ccco3)C1=CCC(C)(C)C2,0.8,-5.2,x,x,0.5,3.6,-17.4,-2.1
Nc1nc(NC(=O)c2ccc(Cl)cc2)nn1-c1ccccc1,1.1,46.0,x,x,-10.9,2.3,-2.8,2.6
COC(=O)CNC(=O)C(NC(=O)OCc1ccccc1)C(C)C (stereo unspecified),1.4,-4.0,2.9,x,-17.4,0.5,-3.5,-0.3
CC1(c2ccccc2)NC(=O)N(CC(=O)NCCC2=CCCCC2)C1=O (stereo unspecified),x,x,-10.7,1.1,x,-1.6,9.6,x
Cc1cc(C)c(C(O)c2ncc(-c3cccc(F)c3)[nH]2)c(C)c1 (stereo unspecified),2.1,-9.1,x,-0.5,-17.4,-1.9,-26.9,7.9
c1ccc(C[C@H]2CN=C(Nc3ccccc3)N2CCCC2CCCCC2)cc1,4.3,-2.4,-0.9,-3.4,-9.8,2.7,-11.4,x
Cc1cccc(OC(C)C(=O)Nc2ccccc2C(=O)N2CCCCC2)c1 (stereo unspecified),0.1,9.8,-19.0,3.7,8.8,-3.4,17.6,2.6
Cc1ccc(S(=O)(=O)Nc2cccc3c2O[C@H](CN(C)Cc2ccc(Oc4ccccc4)cc2)[C@@H](C)CN([C@@H](C)CO)C3=O)cc1,-10.6,40.9,-10.8,0.0,-10.3,x,-2.2,1.4
CO[C@H]1CN(C)C(=O)c2cc(NC(C)=O)ccc2OC[C@H](C)N(C(=O)C2CCC2)C[C@H]1C,-3.6,-4.6,x,0.5,-13.8,-1.9,0.0,-1.0
OC[C@@H]1[C@@H](c2ccc(C#CC3CCCC3)cc2)[C@H]2CN(CCC(F)(F)F)CCCCN12,-59.3,25.4,-57.3,2.0,1.8,x,-25.2,6.1
C=CCOc1cccc(C(=O)N2CCCC(Nc3ccc4c(c3)OCCO4)C2)c1 (stereo unspecified),-2.3,-4.1,x,-0.3,12.3,-1.4,x,-2.2
COc1ccc(OC)c(NC(=O)Nc2cc(C(=O)O)ccc2C)c1,-2.4,-1.6,2.7,1.1,9.3,8.1,14.1,-8.6
CS(=O)(=O)N1CC2(C1)[C@H](c1ccccc1)[C@H](CO)N2CC1CCCC1,5.2,1.0,-9.1,x,-1.5,5.1,x,1.3
CCOC(=O)C1=C(C)NC(=S)NC1/C=C/c1ccccc1 (stereo unspecified),x,x,2.8,-3.6,-4.9,7.5,28.2,x
O=C(C1=NOC2(C1)C(=O)N(Cc1ccccc1)c1ccccc12)N1CCOCC1 (stereo unspecified),-2.2,-118.2,x,x,4.1,3.7,7.3,x
COCCCNC(=O)c1c(N)n(-c2ccc3c(c2)OCO3)c2nc3ccccc3nc12,x,x,7.8,-0.6,x,-9.0,8.2,x
CO[C@H]1CN(C)C(=O)c2cc(NC(=O)c3ccccc3F)ccc2OC[C@H](C)N(C)C[C@H]1C,0.8,-0.5,4.1,-1.8,15.9,0.4,1.2,0.5
